Assay outcomes from PubChem BioAssay.
RGS4 inh: blocks human RGS4-accelerated GTP hydrolysis. Transcreener GDP fluorescence polarization, RGS4-accelerated GTP hydrolysis. Potency, µM (titrated, usually from 114 µM), for inactives: at the top dose activity change, negative = inhibition, hits mostly inhibitors. 0.039% of 390,000 active. P49798. AID 504845; further: potency means the concentration at half of the fitted maximal effect; on the % scale 0 is the no-effect control and ±100 the full control effect; nearly all actives have a fitted effect of over 75% in size; some results filed as inactive show a strong effect at the top dose
Target sequence (P49798 whole entry, looked up): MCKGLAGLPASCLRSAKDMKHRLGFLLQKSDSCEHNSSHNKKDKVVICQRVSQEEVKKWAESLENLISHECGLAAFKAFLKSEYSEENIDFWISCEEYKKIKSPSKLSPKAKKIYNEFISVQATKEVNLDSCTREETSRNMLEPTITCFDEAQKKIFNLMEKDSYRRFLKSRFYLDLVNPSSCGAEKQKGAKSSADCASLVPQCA
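MLSMR compounds (23 nl, pin-transferred) preincubated 10 min at room temperature with a 500nM (2x) first reagent, then RGS4 at 900nM (2x) plus Transcreener GDP mix added; fluorescence polarization (620/688 nm) read before and after 90 min at 30 °C.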
D2 agonist: D2 dopamine receptor (human) agonism. HEK293 T-REx D2 cells, calcium flux agonist mode. activation, % at 2 µM. 0.53% of 340,000 active. AID 485358;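 active means activation over 3 SD above normal in the single-dose calcium agonist read, cut at about 30% in these data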; further: 0% is about no effect
Target sequence (P14416 whole entry, looked up): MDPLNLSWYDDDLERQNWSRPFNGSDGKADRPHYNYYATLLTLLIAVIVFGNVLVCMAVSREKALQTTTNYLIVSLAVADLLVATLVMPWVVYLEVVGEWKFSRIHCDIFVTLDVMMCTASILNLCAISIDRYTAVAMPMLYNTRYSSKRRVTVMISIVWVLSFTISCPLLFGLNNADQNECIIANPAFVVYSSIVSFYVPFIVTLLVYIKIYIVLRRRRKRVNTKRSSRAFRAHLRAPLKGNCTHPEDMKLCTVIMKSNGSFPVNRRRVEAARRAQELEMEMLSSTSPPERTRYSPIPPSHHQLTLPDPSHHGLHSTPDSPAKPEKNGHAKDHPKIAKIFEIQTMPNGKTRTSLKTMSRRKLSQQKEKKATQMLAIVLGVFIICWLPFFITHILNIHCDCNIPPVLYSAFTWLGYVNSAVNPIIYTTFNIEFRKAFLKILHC
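Tetracycline-induced HEK293 Trex cells with D2 receptor force-coupled to calcium signaling, plated overnight at 30 C and loaded with no-wash calcium dye. Calcium flux read kinetically for 180 s after compound addition; responses flag agonists.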
Vif-APOBEC3F blk: Vif-A3F binding inhibition; HeLa A3F-eYFP + Vif (tagged APOBEC3F with the HIV-1 protein that degrades it), YFP fluorescence increase; AID 602313; Potency, µM (titrated, usually from 46.1 µM), inactives show at the highest dose activity, negative = active; 0.2% of 390,000 active; further: potency means the concentration at half of the fitted maximal effect; % of control where 0% means no effect; nearly all actives have a fitted effect of over 65% in size
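HeLa cells stably expressing A3F-eYFP plus Vif, plated and incubated overnight at 37 deg C, then exposed to compounds overnight at 37 deg C. Blocked degradation read as raised yellow fluorescence (Ex 488/Em 500-530).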
Vif-A3G inh: Vif-A3G binding inhibition. Potency, µM (highest dose often 46.1 µM), for inactives: at the top dose activity, negative = active, most hits filed as inhibitors. AID 602310. HeLa A3G-eYFP + Vif (tagged APOBEC3G with the HIV-1 protein that degrades it), YFP fluorescence, overnight. 0.076% of 410,000 active. Q9HC16;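 further: potency means the concentration at half of the fitted maximal effect; on the % scale 0 is the no-effect control and ±100 the full control effect; nearly all actives have a fitted effect of over 60% in size; hits raise eYFP signal because A3G escapes Vif-driven loss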
Target sequence (Q9HC16 whole entry, looked up): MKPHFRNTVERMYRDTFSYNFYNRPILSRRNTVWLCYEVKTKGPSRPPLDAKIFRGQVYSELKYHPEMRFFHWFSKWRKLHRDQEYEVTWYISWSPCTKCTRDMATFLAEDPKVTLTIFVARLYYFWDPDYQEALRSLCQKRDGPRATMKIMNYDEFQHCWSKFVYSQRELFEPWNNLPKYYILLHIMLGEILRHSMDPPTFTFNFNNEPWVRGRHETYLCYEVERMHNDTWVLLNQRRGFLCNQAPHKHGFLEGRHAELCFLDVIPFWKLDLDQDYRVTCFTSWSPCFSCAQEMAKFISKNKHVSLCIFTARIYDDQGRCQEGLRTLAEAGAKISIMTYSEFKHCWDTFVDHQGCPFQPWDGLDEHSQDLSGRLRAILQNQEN
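HeLa cells stably expressing Vif and C-terminally eYFP-tagged A3G, seeded overnight at 37 deg C, then exposed to compound by pintool overnight at 37 deg C. Rise in yellow fluorescence (Ex 488/Em 500-530, Acumen) marks blocked Vif-driven A3G degradation.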
Glioma ERSR ind: induces the endoplasmic reticulum stress response in human glioma cells; U87-MG GRP78 promoter luciferase reporter, 16 h; 0.02% of 420,000 active; Potency, µM, inactives show top-dose activation, actives largely listed as activators; further: potency means the concentration at half of the fitted maximal effect; series mostly up to about 76 µM; % of control where 0% means no effect; nearly all actives have a fitted effect of over 35% in size
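ERSR induction read as luciferase luminescence (Bright-Glo, 10 min at room temperature) in stably transfected human U87-MG glioma cells exposed to compounds for 16 h, using GRP78 as sensor.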
D2 antag: antagonists of human D2 dopamine receptor | 2% of 340,000 active | inhibition, % at 10 µM | P14416 | HEK293 TREx D2 cells, calcium flux, dopamine EC80 | AID 485344; in the data active means inhibition above about 30%; further: 0% is about no effect
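Dopamine at EC80 is the agonist stimulus; test compounds precede it by 180 s. Calcium flux read kinetically in a force-coupled, inducible HEK293 T-REx D2 cell line.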
ERG-DNA inh: ERG Ets/DNA interaction inhibition; P11308; fluorescence polarization, His-ERG Ets domain / labelled DNA; Potency, µM (titrated, usually from 76.9 µM), inactives show top-dose FP activity, negative = inhibition, most hits filed as inhibitors; 0.028% of 370,000 active; active means well fitted inhibition curve with a large enough effect in the polarisation, with a control signal flat; inconclusive means small, poorly fitted or top-dose-only effect, or effect the other way, or a change in a side signal; inactive means no such curve, though single readings can be large or run the other way; the % refers to the polarisation;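 further: polarization taken with two DNA probes labelled with fluorescein and Texas red; potency means the concentration at half of the fitted maximal effect; % of control where 0% means no effect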
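His-tagged ERG Ets domain (1 uM in the protein solution; 300mM KCl, 50mM Tris-HCl, 1mM EDTA, 1mM DTT, pH 7.5) received compound, then a probe mix of 5 nM fluorescein-DNA and 100nM Texas-615-DNA. Fluorescence polarization was read for both dyes.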
12-LOX inh: blocks human arachidonate 12S-lipoxygenase; Potency, µM (top dose mostly 108 µM), without a hit: at the top dose activity change, negative = inhibition, actives largely listed as inhibitors; 1.1% of 580,000 active; AID 1671190; purified 12hLO, xylenol orange hydroperoxide absorbance; further: potency means the concentration at half of the fitted maximal effect; on the % scale 0 is the no-effect control and ±100 the full control effect
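Hydroperoxide product was detected by ferrous iron/xylenol orange as the 573 to 405 nm absorbance ratio. Arachidonic acid at 40 uM (final) was turned over for 30 min at room temperature by 150 nM human 12hLO, pH 7.0 Hepes buffer, after 15 min compound preincubation.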
LDHA block: blocks human lactate dehydrogenase A | P00338 | activity change, % (values are at about 110 or 230 µM) | purified LDHA, NADH/diaphorase-resazurin fluorescence; stronger effect = lower value | 0.15% of 480,000 active; in the data active means activity change below about -30%; inconclusive means mostly about -25% to -30%;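 further: plate controls were DMSO wells for no effect and wells without enzyme for full effect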
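Remaining NADH was detected by diaphorase (0.133 mg/mL) converting 37 µM resazurin to fluorescent resorufin, read at 0 and 20 minutes. The preceding 5-minute room-temperature reaction used 2 nM LDHA, 0.2 mM sodium pyruvate and 0.06 mM NADH at pH 7.4.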
Starred values were filed as active, the others as inactive; i = inactive; ? = inconclusive; . = no result given; [ ] = another dose, or the depositor's remark. Unless noted, the call rests on the fitted dose curve; in most records, active means well fitted curve in the direction sought with a large enough effect; inconclusive means small, poorly fitted or top-dose-only effect, or another doubt; inactive means no such curve, though single readings can be large; an effect the other way counts as inactive or inconclusive.

entry	canonical_smiles	RGS4 inh	D2 agonist	Vif-APOBEC3F blk	Vif-A3G inh	Glioma ERSR ind
1	COC(=O)C(CCSC)NC(=O)c1cn(-c2ccc(OC)cc2)c(=O)c2ccccc12 (stereo not drawn)	34%	-0.1	-20%	-3%	?
2	CCOc1ccc(NC(=S)NCCN2CCN(Cc3ccccc3)CC2)cc1	-22%	0.0	1%	-1%	-2%
3	O=C(CCc1ccccc1)Nc1cc2c(cc1Cl)OCCO2	17%	0.8	4%	-4%	-1%
4	CC(C)C[C@@H](CNCC(=O)[C@H](CC(C)C)NC(=O)c1[nH]cnc1C(=O)N[C@@H](C)CN)NC(=O)c1nc[nH]c1C(=O)N[C@@H](CC(C)C)C(=O)O	?	.	2%	-7%	-3%
5	Cc1ccc(NC(=O)C2c3ccccc3Oc3ccccc32)nc1	19%	-0.2	2%	-25%	-3%
6	COc1ccc(-c2cc(C(=O)N3CC(C)CC(C)C3)c3ccccc3n2)cc1 (stereo not drawn)	-20%	0.2	3%	-1%	2%
7	CCCc1nc2sc3c(c2c(=O)n1NC(=O)CCC(=O)O)CCCC3	-13%	0.6	-2%	-4%	-3%
8	CCN(CC)CCNc1ncnc2c1cnn2-c1cc(Cl)ccc1C	1%	-1.2	3%	0%	1%

entry	D2 antag	ERG-DNA inh	12-LOX inh	LDHA block
1	1	-10%	5%	-5
2	12	8%	2%	-2
3	4	-1%	-8%	-13
4	.	2%	28%	0
5	2	0%	-2%	-3
6	-5	-4%	?	0
7	0	13%	1%	-2
8	.	0%	-27%	2

Remaining list, next part:
entry	canonical_smiles	RGS4 inh	D2 agonist	Vif-APOBEC3F blk	Vif-A3G inh	Glioma ERSR ind
9	CCN(CC)S(=O)(=O)c1ccc2c(c1)N(CC(=O)Nc1ccc(C)cc1C)C(=O)C1CCCN21 (stereo not drawn)	-5%	-0.1	-13%	-8%	-1%
10	CC(C)(C)n1cnnc1Sc1ncccc1[N+](=O)[O-]	7%	0.7	6%	5%	-4%
11	O=C(c1cc(-c2ccncc2)nc2ccccc12)N1CCN(c2ccccc2O)CC1	-16%	0.2	2%	-12%	-6%
12	Cc1nc2cc(C(=O)O)ccc2s1	7%	1.1	3%	5%	6%
13	CCc1ccc[n+](-c2[nH]c(=O)sc2/C=N/N=C(\N)[O-])c1	-11%	.	10%	4%	-3%
14	Cc1cc(OC(=O)c2ccc(S(=O)(=O)N(C)C)cc2)c([N+](=O)[O-])c(=O)[nH]1	-4%	2.1	-7%	4%	-4%
15	N#Cc1c(N2CCCC(O)C2)nc(N)c2c(N)nc3c(c12)CC(=O)N3C12CC3CC(CC(C3)C1)C2 (stereo not drawn)	?	0.6	-7%	1%	0%
16	COc1ccc(N=C2C(=S)N(c3ccc(OC)cc3)C(=NS(=O)(=O)c3ccccc3)N2c2ccccc2)cc1	?	.	9%	-4%	-1%

entry	D2 antag	ERG-DNA inh	12-LOX inh	LDHA block
9	.	4%	2%	-10
10	-4	-14%	0%	0
11	-6	0%	-8%	-13
12	-7	0%	0%	-10
13	.	11%	53%[activator]	-1
14	1	1%	-15%	-2
15	18	-7%	-6%	24
16	.	11%	?	12

(further entries)
entry	canonical_smiles	RGS4 inh	D2 agonist	Vif-APOBEC3F blk	Vif-A3G inh	Glioma ERSR ind
17	CC(NC(=O)COC(=O)c1ccc(OCC2CCCO2)cc1)c1ccccc1Cl (stereo not drawn)	2%	0.1	-2%	-1%	-3%
18	O=C(NCCc1nc2ccc(Cl)cc2[nH]1)C1CCC(=O)N(Cc2cccc(F)c2)C1 (stereo not drawn)	-20%	.	10%	1%	0%
19	O=C(O)/C=C/C(=O)NNC(=O)c1cccc(Br)c1	-17%	-1.2	-28%	-12%	5%
20	CC(=O)N1CCN(c2nc(C)nc3sc4c(c23)CCC(C)C4)CC1 (stereo not drawn)	0%[56.9 µM]	0.3	-1%	2%	0%
21	Cc1ccccc1OCC(=O)Nc1ccccc1N1CCCCC1	1%	0.4	2%	-5%	-4%
22	O=[N+]([O-])c1cccc(/C=N/N2CCN(Cc3ccc(Cl)cc3)CC2)c1	-13%	-0.2	-1%	-1%	0%
23	Cc1ccc2c(c1)sc(C)[n+]2CCCS(=O)(=O)[O-]	?	-0.5	1%	0%	-2%
24	CCCOC(=O)c1cccc(Nc2nc(CCC)cc(=O)[nH]2)c1	4%	4.1	-7%	-1%	-4%

entry	D2 antag	ERG-DNA inh	12-LOX inh	LDHA block
17	11	-3%	?	-9
18	.	-6%	i	-1
19	-4	6%	-16%	-6
20	-1	4%	0%	-5
21	-14	1%	3%	3
22	13	-4%	0%	0
23	8	17%	?	-5
24	.	3%	-24%	-6

Next results:
entry	canonical_smiles	RGS4 inh	D2 agonist	Vif-APOBEC3F blk	Vif-A3G inh	Glioma ERSR ind
25	O=C1CCC2c3ccc4ccccc4c3CCN12 (stereo not drawn)	1%	0.1	-11%	-1%	-2%
26	Cc1ccc(NC(=O)/C(=C/C=C/c2ccccc2)NC(=O)c2ccccc2)cc1	-6%	-0.9	-2%	1%	1%
27	COc1ccc(CN(C)C(=O)c2cnc(C)cn2)c(OC)c1OC	16%	0.7	-10%	-1%	-3%
28	NS(=O)(=O)OCCCc1ccccc1	8%	0.4	2%	6%	-6%
29	Cc1ccc(NC(=O)CSc2nc3ccccc3c3nc(CCc4c(C)n[nH]c4C)nn23)c(C)c1	-1%	0.1	-7%	-1%	-5%
30	Cc1ccc(CNC(=O)CCC(=O)N2CC3CCCN3c3ccccc32)cc1 (stereo not drawn)	-14%	-0.1	-4%	-1%	-4%
31	CCOC(=O)c1c(C)[nH]c(C(=O)OC(C)C(=O)Nc2ccc(C)cc2)c1C (stereo not drawn)	.	.	-7%	-1%	-5%
32	Cc1ccc(NC(=O)c2ccc3nc[nH]c3c2)nc1	16%	0.5	-7%	?	-3%

entry	D2 antag	ERG-DNA inh	12-LOX inh	LDHA block
25	12	-2%	-21%	17
26	5	-6%	-16%	-9
27	-2	5%	77%[activator]	-3
28	12	-12%	11%	-5
29	.	8%	-2%	-1
30	.	0%	?	4
31	.	.	-1%	-5
32	-2	-4%	2%	1

New compounds follow:
entry	canonical_smiles	RGS4 inh	D2 agonist	Vif-APOBEC3F blk	Vif-A3G inh	Glioma ERSR ind
33	COc1ccc(S(=O)(=O)N2CCN(C)CC2)cc1NC(=O)c1ccccc1C	6%	.	-1%	-1%	-2%
34	C[C@H](CO)N1C[C@H](C)[C@@H](CN(C)Cc2ccncc2)Oc2c(NS(=O)(=O)c3ccc(Cl)cc3)cccc2C1=O	9%	.	-14%	-29%	-2%
35	COc1ccc(NC(=S)N(CCN2CCOCC2)C2CCN(C(C)=O)CC2)cc1Cl	-5%	0.1	-1%	0%	-4%
36	COc1cc(C2=NOC(C(=O)Nc3ccc4c(c3)OCO4)C2)cc(OC)c1OC (stereo not drawn)	-20%	-1.1	-13%	-1%	10%
37	Cc1ccc(S(=O)(=O)N2CCN(c3ncnc4sccc34)CC2)cc1	22%	0.3	2%	2%	0%
38	O=C(CSc1n[nH]c(-c2ccncc2)n1)Nc1ccc(F)cc1	0%	.	11%	-2%	-3%
39	COc1ccc(C2c3c4c(n(C)c3CCN2C)CCN(C)C4c2ccc(OC)cc2)cc1 (stereo not drawn)	23%	0.6	-16%	3%	-4%
40	O=C1N=C(N2CCCC2C(=O)O)S/C1=C\c1ccco1 (stereo not drawn)	?	0.6	-3%	0%	-2%

entry	D2 antag	ERG-DNA inh	12-LOX inh	LDHA block
33	.	5%	4%	-13
34	.	18%	?	0
35	-5	-1%	4%	-5
36	-3	-3%	3%	5
37	-14	-13%	1%	2
38	.	-1%	-2%	-7
39	8	7%	-15%	-9
40	9	70%[activator]	-21%	14

The list goes on:
entry	canonical_smiles	RGS4 inh	D2 agonist	Vif-APOBEC3F blk	Vif-A3G inh	Glioma ERSR ind
41	Cc1cccc2c1N(CCCOc1ccc(C(C)(C)C)cc1)C(=O)C2=O	?	0.8	-9%	-12%	-5%
42	CCCCOCCCNCC(=O)Nc1ccc(S(N)(=O)=O)cc1	3%	-0.3	-10%	-1%	-2%
43	O=C(c1ccc(F)cc1)c1cn(Cc2ccccc2F)c2cc3c(cc2c1=O)OCCO3	-10%	-1.4	1%	3%	-4%
44	Cc1cccc(-c2nc3cc(NC(=O)Cc4ccc(Cl)cc4)ccc3o2)c1	5%	0.3	2%	3%	6%
45	Cc1ccccc1CSc1cn(CC(=O)N2CCCCC2)c2ccccc12	-22%	.	2%	2%	1%
46	Cc1cc(NCc2ccco2)n2c(nc3ccccc32)c1C#N	6%	-0.6	-18%	-2%	-6%

entry	D2 antag	ERG-DNA inh	12-LOX inh	LDHA block
41	-18	-10%	.	0
42	-9	-3%	83%[activator]	-8
43	.	-7%	6%	-9
44	.	3%	-6%	-1
45	.	24%	-3%	5
46	11	7%	451%[activator]	4

An excerpt (hit frequency here may not be typical).
